PKM2 activator = activators of human pyruvate kinase M2; purified PKM2, Kinase-Glo ATP luminescence, activation; response scale: 0% is enzyme alone, no compound; Potency, µM (highest dose often 57.5 µM), for the others: at the highest dose activation, hits mostly activators; actives 0.34% (n = 260,000); AID 1631; note: potency is the fitted concentration of half-maximal effect; % is set by controls: 0 for no effect and ±100 for the full control effect; nearly all actives have a fitted effect of over 55% in size
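hPK-M2, >95% pure; 0.1 mM ADP / 0.5 mM PEP final; imidazole pH7.2 buffer w/ 7 mM MgCl2, 50 mM KCl; 1 h RT; Kinase-Glo lum. Intermediate enzyme activity for dual inhibitor/activator qHTS.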
BRCA1 expr act = BRCA1 expression activation; MCF7-BRCA1-FFLuc reporter, luminescence, 48 h; response scale: scaled: vehicle 0%, 10 µM genistein 100%; Potency, µM (top dose mostly 46.1 µM), for inactives: top-dose activation, usual class: activators; actives 1.1% (n = 380,000); note: potency is the fitted concentration of half-maximal effect; nearly all actives have a fitted effect of over 80% in size; some results filed as inactive show a strong effect at the top dose
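Quantitative HTS in MCF7 cells stably reporting BRCA1 expression via firefly luciferase. Compound treatment lasts 48 h at 37 °C in phenol-red free MEM. Activation is expressed relative to genistein at 10 microM and DMSO.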
FLuc modulator = firefly luciferase modulation, counter-screen for miR-21 project; actives 6.9% (n = 360,000); P08659; AID 588342; purified FLuc, Km substrates, luminescence inhibition; Potency, µM (titrated, usually from 57.5 µM), without a hit: top-dose activity change, negative = inhibition, actives largely listed as inhibitors;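 note: potency is the fitted concentration of half-maximal effect; plate controls were vehicle for no effect and reference inhibitor for full effect; nearly all actives have a fitted effect of over 55% in size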
Target sequence (P08659 whole entry, looked up): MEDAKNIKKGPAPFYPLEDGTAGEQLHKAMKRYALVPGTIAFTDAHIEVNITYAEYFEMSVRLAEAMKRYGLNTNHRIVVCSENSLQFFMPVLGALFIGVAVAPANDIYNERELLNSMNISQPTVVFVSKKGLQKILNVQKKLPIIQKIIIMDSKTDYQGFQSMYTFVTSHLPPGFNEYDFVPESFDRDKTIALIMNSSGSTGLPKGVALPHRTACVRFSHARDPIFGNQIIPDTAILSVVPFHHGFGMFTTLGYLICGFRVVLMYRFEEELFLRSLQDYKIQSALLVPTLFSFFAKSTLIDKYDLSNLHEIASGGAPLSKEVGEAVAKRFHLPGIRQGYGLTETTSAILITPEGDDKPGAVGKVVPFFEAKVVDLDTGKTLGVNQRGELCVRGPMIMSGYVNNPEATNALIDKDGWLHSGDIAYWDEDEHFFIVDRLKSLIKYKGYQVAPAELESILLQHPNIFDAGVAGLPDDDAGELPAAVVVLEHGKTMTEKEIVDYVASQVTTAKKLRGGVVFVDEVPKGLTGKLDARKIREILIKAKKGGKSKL
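Purified P. pyralis luciferase, 10 nM final, with Km-level 10 uM D-luciferin and 10 uM ATP in 50 mM Tris acetate pH 7.5, 10 mM Mg acetate, 0.01% Tween-20, 0.05% BSA; 6-point qHTS titration about 60 µM downward; luminescence read.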
Menin MLL FP TR = inhibitors of human menin-MLL interaction, mutant MLL peptide | actives 0.23% (n = 270,000) | AID 1768 | Potency, µM (titrated, usually from 61.6 µM), for the others: top-dose FP activity change, negative = inhibition, actives largely listed as inhibitors | Menin + Texas Red MLL mutant peptide, fluorescence polarization | O00255; active = well fitted inhibition curve with a large enough effect in the polarisation, with a control signal flat, not every such curve was filed as active; inconclusive = small, poorly fitted or top-dose-only effect, or effect the other way, or a change in a side signal; inactive = no such curve, though single readings can be large or run the other way; the % refers to the polarisation; note: potency is the fitted concentration of half-maximal effect; % of control where 0% means no effect; many of its hits are not listed in these tables
p53 reactivation = restores transcriptional activity of mutant p53 | H1299 p53-A138V BP100-luciferase reporter, luminescence, 24 h | Potency, µM (doses to about 92.2 µM), for inactives: top-dose activity change, positive = activation, most hits filed as activators | actives 0.063% (n = 320,000) | AID 504706; note: potency is the fitted concentration of half-maximal effect; % of control where 0% means no effect; nearly all actives have a fitted effect of over 45% in size
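p53-null H1299 cells stably carrying temperature-sensitive p53-A138V and a BP100-luciferase reporter were pinned with compounds (4-point, 1:5 series) and held 24 hrs at 37 deg C. Luminescence was read 10 min after detection reagent.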
Gal4-VP16 FLuc = Gal4-VP16 reporter inhibition counter-screen | Drosophila S2 Gal4-VP16 UAS-luciferase, luminescence, 20 h | Potency, µM (highest dose often 53.6 µM), for inactives: at the highest dose activity, negative = inhibition, hits mostly inhibitors | actives 3.5% (n = 310,000) | AID 2546;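 note: Gal4-VP16 expression switched on by copper sulfate through the metallothionein promoter; potency is the fitted concentration of half-maximal effect; % is set by controls: 0 for no effect and ±100 for the full control effect; nearly all actives have a fitted effect of over 50% in size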
Rab9 promoter act = Rab9 promoter activation. Huh7 Rab9 promoter-luciferase reporter, luminescence, 24 h. actives 2.8% (n = 320,000). Potency, µM (titrated, usually from 9.22 µM), without a hit: at the highest dose activation, negative = inhibition, most hits filed as activators; note: potency is the fitted concentration of half-maximal effect; % of control where 0% means no effect; nearly all actives have a fitted effect of over 60% in size
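Quantitative HTS format; Huh7 Rab9-luciferase reporter cells (1500/well) receive compound 2 h post-plating, incubate 24 h at 37 °C, then get luciferase reagent for 10 min before luminescence reading.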
NPC1 promoter act = activators of NPC1 promoter; Potency, µM (series often up to 9.22 µM), for inactives: at the highest dose activation, usual class: activators; AID 485313; Huh7 NPC1 promoter luciferase reporter, 24 h; actives 2.4% (n = 320,000);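 note: potency is the fitted concentration of half-maximal effect; % of control where 0% means no effect; nearly all actives have a fitted effect of over 60% in size; reporter is driven by a mutant NPC1 promoter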
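Cells: Huh7 expressing luciferase under the NPC1 promoter, 1500/well. Seeded 2 h, compound added, incubated 24 h at 37 °C. Luciferase reagent, 10 min ambient, then luminescence.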
Giardia kill = kills Giardia lamblia | Giardia lamblia trophozoite viability | activity change, % at 7.66 µM, hits read low | actives 0.15% (n = 340,000) | AID 540267; in the data active = activity change below about -80%; inconclusive = between about -30% and that limit;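 note: parasites exposed to compound for two days anaerobically before the ATP read; % is set by controls: 0 for no effect and ±100 for the full control effect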
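Luminescent ATP signal served as the viability read-out, measured 15-30 min after adding ATP detection reagent to trophozoites that had been incubated with compounds for 48 hrs at 37 deg C anaerobically at 100 cells/well.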
RORg inh = blocks mouse ROR gamma transcriptional activity | P51450 | Drosophila S2 Gal4-RORgamma UAS-luciferase reporter, 20 h | Potency, µM (highest dose often 53.6 µM), without a hit: top-dose activity change, negative = inhibition, most hits filed as inhibitors | actives 5.4% (n = 310,000) | AID 2551; note: potency is the fitted concentration of half-maximal effect; % is set by controls: 0 for no effect and ±100 for the full control effect; nearly all actives have a fitted effect of over 60% in size
Target sequence (P51450 whole entry, looked up, the tested form may be a part): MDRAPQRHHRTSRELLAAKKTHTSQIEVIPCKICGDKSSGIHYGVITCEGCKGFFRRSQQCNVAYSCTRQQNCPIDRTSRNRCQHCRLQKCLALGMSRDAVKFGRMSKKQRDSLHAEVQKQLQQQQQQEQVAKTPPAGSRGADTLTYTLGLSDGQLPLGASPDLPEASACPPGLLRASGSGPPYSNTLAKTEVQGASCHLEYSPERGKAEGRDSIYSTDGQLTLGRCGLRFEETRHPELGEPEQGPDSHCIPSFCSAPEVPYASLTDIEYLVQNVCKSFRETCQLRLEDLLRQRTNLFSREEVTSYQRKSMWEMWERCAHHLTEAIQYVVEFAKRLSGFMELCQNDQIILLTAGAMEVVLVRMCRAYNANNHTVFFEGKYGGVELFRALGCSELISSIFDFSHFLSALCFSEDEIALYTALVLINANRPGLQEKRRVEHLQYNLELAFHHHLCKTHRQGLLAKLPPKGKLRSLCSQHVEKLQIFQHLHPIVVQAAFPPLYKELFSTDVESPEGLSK
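Read-out: Photinus luciferase luminescence; inhibitors lower reporter signal. Insect Schneider cells with Gal4-ROR gamma fusion under metallothionein promoter, UAS reporter; 700 uM final copper sulfate induction, 20 hr, ambient temperature.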
ELG1 genotoxic = inducers of genotoxicity in HEK293T ELG1-luciferase cells | Potency, µM (top dose mostly 46 µM), inactives show at the top dose activity change, positive = activation, actives largely listed as activators | AID 504466 | HEK293T ELG1-luciferase reporter, luminescence, 16 h | actives 1.3% (n = 330,000); note: potency is the fitted concentration of half-maximal effect; % of control where 0% means no effect; nearly all actives have a fitted effect of over 60% in size
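HEK293T cells expressing luciferase-tagged ELG1 were treated with compound or DMSO for 16 hr at 37°C. Luciferase activity was then read after 30 min with ONE-Glo at room temperature; rising signal flags genetic stress.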
* marks the source's active call; other numbers are inactive results; ? = inconclusive; . = no result given; [ ] = remark or other dose. Unless noted, calls come from the whole dose curve; as a rule, active = well fitted curve in the direction sought with a large enough effect; inconclusive = small, poorly fitted or top-dose-only effect, or another doubt; inactive = no such curve, though single readings can be large; an effect the other way counts as inactive or inconclusive. This is a subset (hit frequency here may not be typical).

structure	RORg inh	Gal4-VP16 FLuc	BRCA1 expr act	FLuc modulator	PKM2 activator	Menin MLL FP TR	p53 reactivation	ELG1 genotoxic	Rab9 promoter act	NPC1 promoter act	Giardia kill
COc1ccc(N(CC(=O)Nc2cccc(C)c2)S(=O)(=O)c2ccc(C)cc2)cc1OC	-12%	-5%	1%	0%	-3%	21%	-23%	6%	0%	-4%	-10
COc1ccc(NS(=O)(=O)c2cc(NC(=O)Cc3c(F)cccc3Cl)ccc2OC)cc1	.	.	-16%	?	.	.	-5%	-2%	-2%	-4%	-12
CCOC(=O)C(Cc1ccccc1)C(=O)Nc1cccc2ccccc12 (configuration not stated)	-2%	-13%	-18%	0%	0%	-25%	20%	-2%	8%	2%	16
COc1ccc(CC(=O)OCC(=O)Nc2ncc(Cl)cc2Cl)cc1OC	2%	3%	1%	0%	8%	1%	1%	4%	-5%	-1%	-17
Cc1cc(C)c2nc(N3CCC(C(=O)N4CCN(C(=O)c5ccco5)CC4)CC3)sc2c1	4%	2%	-49%	?	1%	-6%	1%	-17%	-4%	0%	10
CCCC(=O)OCC(=O)Nc1cc([N+](=O)[O-])ccc1OC	3%	-2%	4%	1%	6%	4%	-1%	-4%	17%	-6%	8
CCCN(C(=O)c1cc(-c2ccco2)nc2ccccc12)c1c(N)n(Cc2ccccc2)c(=O)[nH]c1=O	.	.	1%	2%	.	.	4%	?	-6%	-3%	5
O=C(N/N=C/c1ccccc1O)c1ccc2c(c1)OCO2	0.56µM*	1.8µM*	0%	2.7µM*	.	?	?	15µM*	-17%	?	-25
O=C1c2ccccc2S(=O)(=O)N1Cc1nc2ccccc2s1	3.2µM*	4µM*	-84%	19µM*	-1%	-18%	-24%	16%	-11%	?	-6
COc1ccc(C(C(=O)NC2CCCCC2)N(C(=O)c2snc(C(N)=O)c2N)c2ccccc2OC)cc1 (configuration not stated)	44%	4%	-58%	2%	.	8%	-3%	-1%	-7%	3%	-11
O=C(c1ccco1)N1CCN(S(=O)(=O)c2ccc3[nH]c(=O)oc3c2)CC1	5%	0%	-14%	0%	-9%	-13%	7%	1%	3%	0%	14
c1ccc(SCc2cn(C[C@H]3CC[C@@H]([C@@H]4CC[C@H](Cn5cc(CSc6ccccc6)nn5)O4)O3)nn2)cc1	18%	3%	-9%	-2%	-2%	-16%	.	-7%	1%	2%	4
COc1ccccc1-c1cc(C(=O)N2CCN(c3ccc(F)cc3)CC2)no1	3%	-12%	-34%	-17%	3%	-2%	?	-4%	-1%	1%	2
Cc1ccccc1-n1c(SC2CCOC2=O)nnc1-c1ccncc1 (configuration not stated)	14%	1%	1%	5%	-1%	0%	7%	-1%	-8%	-5%	16
CCCOc1ccc(-c2c(C(=O)N/N=C/c3cccnc3)nnn2-c2nonc2N)cc1	13%	-4%	-26%	5%	.	.	0%	-4%	0%	1%	-27
CCOc1ccc(Br)cc1S(=O)(=O)Nc1ccc(NC(=O)c2ccccc2F)cc1	?	-2%	-54%	-23%	3%	?	-1%	-2%	2%	-1%	7
C=CCNC(=S)/N=c1/ccccn1CC	10µM*	-2%	-4%	0%	0%	.	-1%	0%	0%	-4%	10
CN(CC(=O)Nc1ccc(Cl)c(C(F)(F)F)c1)C(=O)Cc1c[nH]c2ccccc12	.	.	-44%	1%	.	.	-5%	-12%	1%	1%	-3
Cc1ccc(CC(=O)NCCCn2ccnc2)cc1	-11%	-1%	12%	-1%	-24%	9%	-1%	0%	-3%	-3%	-6
Cn1c(SCC(=O)Nc2ccccc2)nnc1-c1ccc2nonc2c1	-44%	-5%	-1%	0%	6%	.	2%	0%	2%	-3%	-6
Cc1ccc(S(=O)(=O)N2CCCCC2CCNC(=O)C(=O)NCc2ccccc2)cc1 (configuration not stated)	.	.	-68%	1%	.	.	5%	-1%	-14%	-23%	6
Cc1ccc(N2NC3(CCN(C(N)=O)CC3)NC2=O)cc1	1%	4%	-21%	-1%	0%	-4%	5%	7%	-3%	3%	-8
CC(C)n1c(O)c(N=Nc2ccc(Cl)nn2)c2ccccc21	-10%	-8%	-18%	3%	8%	-8%	1%	2%	-7%	-4%	5
COc1ccc(CCn2c(C)cc3c(c2=O)C(c2ccncc2)C(C#N)=C(N)O3)cc1OC (configuration not stated)	1%	6%	-15%	1%	-2%	-3%	-25%	-10%	-2%	-1%	-2
COc1ccc(C(=O)c2cnc3ccccc3c2-c2ccccc2)cc1	-11%	3%	-30%	2%	-1%	-7%	-8%	2%	-8%	4%	9
CC(C)CCNC(=O)C(C)N(Cc1ccc(F)cc1)C(=O)c1ccc(CN2CCOCC2)o1 (configuration not stated)	18%	-6%	-11%	1%	1%	1%	0%	-3%	-2%	2%	?
Clc1ccc(Cn2nnc3ccccc32)cc1	35%	-3%	4%	5%	2%[11.5 µM]	15%	5%	1%	1%	-2%	3
CC(=O)c1sc(NC(=O)c2ccc(C)cc2)nc1C	-2%	-6%	?	1.9µM*	-2%	13%	1%	17%	1.8µM*	1.6µM*	?
Cn1c(SCC(=O)c2c(N)n(C)c(=O)n(C)c2=O)nnc1-c1ccccc1	-3%	-19%	7%	-7%	-22%	3%	-17%	5%	5%	5%	9
COc1ccc(C(=O)c2cnc[nH]2)cc1OC	9%	-1%	2%	1%	-9%	.	2%	3%	1%	0%	-6
COc1ccccc1CC(=O)NNS(=O)(=O)c1ccccc1[N+](=O)[O-]	?	1%	-20%	4%	6%	18%	-4%	-13%	2%	0%	11
Cc1ccc(C(=O)NCc2nnc3c(C(F)(F)F)cc(Cl)cn23)o1	-13%	1%	-10%	2%	1%	5%	1%	4%	-1%	0%	21
CCOC(=O)N1CCC(NC(=O)c2cc(S(=O)(=O)N3CCc4ccccc43)cn2C)CC1	?	-6%	-51%	-1%	1%	?	?	-3%	-5%	0%	-4
Cc1ccc(C(=O)Nc2ccc(Cc3ccncc3)cc2)cc1[N+](=O)[O-]	?	-24%	-32%	?	1%	14%	-1%	-8%	4%	0%	2
CCOC(=O)CN1C(=O)S/C(=C/c2ccc(N3CCCCC3)o2)C1=O	-6%	-8%	-5%	?	-2%	?	?	1%	-1%	0%	-9
CCc1nc(-c2ccccc2)cc(=O)[nH]1	-1%	-23%	2%	0%	3%	.	-6%	0%	-1%	-1%	-17
Cc1oc(-c2ccccc2F)nc1CSCC(=O)NC1CC1	-14%	-2%	-3%	2%	.	6%	9%	5%	5%	0%	3
COc1cccc(NC(=O)COC(=O)CNS(=O)(=O)c2c(F)cccc2F)c1	28%	-1%	19%	-12%	-12%	7%	-5%	0%	-6%	1%	7
COc1ccc(/C=c2\sc3nc(-c4ccccc4)c(-c4ccccc4)n3c2=O)cc1OC	16%	-11%	-5%	-14%	-7%	?	9%	-5%	-5%	-3%	5
COc1ccc(CN(C)S(=O)(=O)c2nnc(NC(=O)c3ccccc3OC)s2)cc1OC	-15%	-15%	-23%	-2%	-2%[0.46 µM]	?	18%	-2%	-6%	-3%	26
CN1CCN(C(=O)Nc2ccccc2CC[N+](=O)[O-])CC1	1%	-8%	-27%	4%	.	2%	14%	2%	-6%	-2%	7
CC(=O)c1ccc(N2CC(C)(C)C2=O)cc1	21%	-17%	-26%	-1%	0%	-3%	5%	4%	12%	6%	5
COc1ccccc1Nc1nc(N)nc(CN2CCC(Cc3ccccc3)CC2)n1	8.9µM*	?	2%	8%	3%	?	-15%	3%	-4%	0%	4
Cc1ccc(Nc2nc(N)nc(CCl)n2)cc1	?	?	?	1.9µM*	0%	.	?	17%	-49%[inhibitor]	-49%[inhibitor]	5
O=C(NC1CCCCC1)C1CCCN(S(=O)(=O)c2cccs2)C1 (configuration not stated)	21%	-3%	-16%	-3%	-6%	-5%	-2%	-3%	2%	-1%	-1
O=C(CCC(=O)Nc1ccc(F)cc1)N/N=C/c1ccccc1	15%	-7%	-9%	5%	.	12%	0%	-1%	-3%	-2%	11
COc1ccc(S(=O)(=O)CC(=O)c2cc(C)c(O)c(C)c2)cc1	-7%	-15%	-3%	-1%	.	37%[activator]	1%	-3%	-7%[1.84 µM]	-3%	-3
Cc1[nH]c2ccccc2c1C(=O)C(C)OC(=O)c1ccccc1NCCO (configuration not stated)	.	.	8%	?	.	.	6%	8%	10%	3%	6

Screening data (PubChem BioAssay)
